Artemis endo inh = Artemis (human) endonuclease inhibition. Q96SD1. 30,000 tested, 0.78% active. inhibition, % at 10 µM. recombinant Artemis, quenched FAM hairpin cleavage fluorescence;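 active = at 10 µM dose, at least 30% inhibition, measured as corrected fluorescence normalized to stimulator and neutral control wells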
Target sequence (Q96SD1 whole entry, looked up): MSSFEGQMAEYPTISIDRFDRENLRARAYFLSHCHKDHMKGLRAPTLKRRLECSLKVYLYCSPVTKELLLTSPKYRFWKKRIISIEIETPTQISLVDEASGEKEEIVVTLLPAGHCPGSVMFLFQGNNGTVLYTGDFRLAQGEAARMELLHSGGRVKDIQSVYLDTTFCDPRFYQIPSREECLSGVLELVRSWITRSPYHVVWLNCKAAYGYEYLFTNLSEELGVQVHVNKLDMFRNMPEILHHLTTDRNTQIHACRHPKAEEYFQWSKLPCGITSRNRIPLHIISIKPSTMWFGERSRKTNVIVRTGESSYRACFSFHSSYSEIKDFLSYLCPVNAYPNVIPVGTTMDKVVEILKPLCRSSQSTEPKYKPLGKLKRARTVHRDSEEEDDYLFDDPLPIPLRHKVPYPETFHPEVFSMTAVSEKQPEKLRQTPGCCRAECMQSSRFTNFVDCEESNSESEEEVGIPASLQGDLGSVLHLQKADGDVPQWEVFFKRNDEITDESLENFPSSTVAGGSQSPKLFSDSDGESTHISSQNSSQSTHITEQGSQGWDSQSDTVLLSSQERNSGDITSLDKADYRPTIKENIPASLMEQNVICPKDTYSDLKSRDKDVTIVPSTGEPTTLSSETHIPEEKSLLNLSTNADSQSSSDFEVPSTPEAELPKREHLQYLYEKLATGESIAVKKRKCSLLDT
Numbers without * were called inactive.

No. | Structure | Artemis endo inh
1 | Cc1ccc(C(c2nnnn2CCc2ccccc2)N2CCSCC2)cc1 (configuration not stated) | 5.7
2 | O=c1ccnc(Sc2ncccc2[N+](=O)[O-])[nH]1 | 2.3
3 | NC(=O)c1ccsc1NC(=O)CSc1nnc(C2CC2)n1Cc1ccccc1 | -1.5
4 | O=c1c2cnn(-c3ccc(F)cc3)c2ncn1Cc1cccnc1 | -7.6
5 | CCCC(=O)Nc1ccc(OCC(=O)OC)cc1 | -3.8
6 | O=C(Cc1ccccc1)NC(NCCCN1CCOCC1)(C(F)(F)F)C(F)(F)F | 7.4
7 | O=C(NC1CCc2ccccc21)C1CCN(S(=O)(=O)c2ccc(-n3cnnn3)cc2)CC1 (configuration not stated) | -3.1
8 | CCOCC(=O)Nc1cc(C(F)(F)F)ccc1Oc1cccc(Br)c1 | 4.4
9 | Cc1ccc(C(=O)O/N=C2\CCS(=O)(=O)c3sccc32)cc1 | -9.5
10 | CCOCc1cn(CC(=O)c2ccc([N+](=O)[O-])cc2)c(C)nc1=N | -3.6
11 | CN(C)c1ccc(C(=O)OCC(=O)NC2CCCCC2)cc1 | -3.3
12 | Cc1ccc(Cn2ccc(=O)c(OCc3ccccc3)c2C)cc1 | -7.4

The closing two compounds of the part before lead into the next:
No. | Structure | Artemis endo inh
11 | CN(C)c1ccc(C(=O)OCC(=O)NC2CCCCC2)cc1 | -3.3
12 | Cc1ccc(Cn2ccc(=O)c(OCc3ccccc3)c2C)cc1 | -7.4
13 | Cc1cccc(-c2nc(NCCCN3CCOCC3)c3ccccc3n2)c1 | -4.9
14 | O=c1c2ccccc2nc(-c2ccco2)n1/N=C/c1ccco1 | 4.2
15 | COc1ccc2oc(-c3ccccc3)c(C(=O)N3CCOCC3)c2c1 | 12.2
16 | COc1cccc(N(CC(=O)Nc2cccc(F)c2)S(C)(=O)=O)c1 | 1.2
17 | Cc1ccc(C(=O)Nc2ccccc2-c2ccccc2)o1 | -4.3
18 | N#Cc1c(N2CCCC2)nc(N)c2c(N)nc(N3CCCC3)cc12 | 67.1*
19 | CCCn1c(NC(=O)c2ccc(C)cc2)nc2ccccc21 | -2.2
20 | O=C(OCc1ccccc1)C1=[N+]([O-])OC(C(=O)OCc2ccccc2)C1c1c[nH]c2ccccc12 (configuration not stated) | 3.9
21 | CCCCn1nnnc1SCC(=O)N(CC)CC | -4.3
22 | CCN(CC)c1ccc(C2C(C(=O)OCCOC)=C(C)NC3=C2C(=O)CC(C)(C)C3)cc1 (configuration not stated) | -10.9
23 | CCc1c(C)n([O-])c2c([n+]1=O)CCC2 | -12.1
24 | COc1cccc(C(C(=O)NC2CCCC2)N(Cc2ccc(C)cc2)C(=O)c2ccco2)c1OC (configuration not stated) | -3.5

An excerpt from above in order of heavy-atom count, smallest number first.
No. | Structure | Artemis endo inh
23 | CCc1c(C)n([O-])c2c([n+]1=O)CCC2 | -12.1
19 | CCCn1c(NC(=O)c2ccc(C)cc2)nc2ccccc21 | -2.2
22 | CCN(CC)c1ccc(C2C(C(=O)OCCOC)=C(C)NC3=C2C(=O)CC(C)(C)C3)cc1 (configuration not stated) | -10.9
20 | O=C(OCc1ccccc1)C1=[N+]([O-])OC(C(=O)OCc2ccccc2)C1c1c[nH]c2ccccc12 (configuration not stated) | 3.9

Following part:
No. | Structure | Artemis endo inh
25 | c1ccc(Nc2nc(N3CCCCC3)nc(N3CCCCC3)n2)cc1 | 3.0
26 | O=C(N1CCOCC1)N1CCN(c2ccccn2)CC1 | -5.0
27 | O=c1nc2ccccc2c(NS(=O)(=O)c2ccc(Cl)cc2)n1-c1ccccc1 | -6.3
28 | Cc1cc(=O)oc(C)c1C(=O)Nc1c(C)n(C)n(-c2ccccc2)c1=O | 0.1
29 | CCC(c1nnnn1Cc1ccco1)N(CCN1CCOCC1)Cc1cc2cc(C)ccc2[nH]c1=O (configuration not stated) | 0.6
30 | c1ccc(SCCc2ccncc2)cc1 | 3.2
31 | COC(=O)c1c(N)sc2c1CCN(c1ncc(C(F)(F)F)cc1Cl)C2 | 6.6
32 | c1cc(-c2noc(CCC3CCCC3)n2)ccn1 | -5.1
33 | CCN(CC)C(=O)C(Cc1ccccc1)N1C(=O)c2ccccc2C1=O (configuration not stated) | -4.9
34 | CCC(C#CCN1CCOCC1)(CC)OCCC#N | -3.1
35 | CC1CC(C)CN(C2CCN(Cc3cccnc3)CC2)C1 (configuration not stated) | 0.0
36 | O=C(NC(=S)NCC1COc2ccccc2O1)c1ccccc1 (configuration not stated) | -2.4
37 | O=C(Nc1cccc(Cl)c1)OCc1cnc(Cl)s1 | 8.2
38 | CCC(CC)c1nnc(NC(=O)c2c(C)nn(Cc3ccccc3Cl)c2C)s1 | 5.5
39 | FC(F)(F)c1nc2ccccc2n2c(-c3ccc(Cl)cc3)nnc12 | -3.9
40 | CC1(C)Cc2c(c(N3CCOCC3)nc3sc4c(=O)[nH]cnc4c23)CS1 | 14.0
41 | CCC(=O)Nc1ccc(NC(=O)C23CC4CC(CC(C4)C2)C3)cn1 | -0.6
42 | CCN(CC)CC(O)Cn1c2ccccc2c2ccccc21 (configuration not stated) | 2.1
43 | CC(C)(Oc1ccc(Cl)cc1)C(=O)NCc1ccco1 | 13.3
44 | O=C1C(NS(=O)(=O)c2cccs2)=C(N2CCN(c3cccc(C(F)(F)F)c3)CC2)C(=O)c2ccccc21 | 16.8
45 | CC1CCN(c2ccc(NC(=S)NC(=O)c3ccco3)cc2)CC1 | -0.2
46 | COc1ccc(OC)c(C(=O)COC(=O)C2CC3CCCC(C2)C3=O)c1 (configuration not stated) | -5.4
47 | CS/C(=C\[N+](=O)[O-])Nc1ccc(F)cc1 | -2.0
48 | COc1ccc(NC(=O)C2CCN(C(=O)c3ccc(OC)cc3)CC2)cc1 | -4.7
49 | Nc1ccc(-c2nnc(-c3ccc(-c4ccccc4)cc3)o2)cc1 | -1.5
50 | COc1cc(/C=C/C(=O)c2c(O)ccc3c(C)cc(=O)oc23)ccc1O | 0.8
51 | O=C(c1ccco1)N1CCN(C(c2ccc(F)cc2)c2nnnn2CC2CCCO2)CC1 (configuration not stated) | -1.6
52 | Cc1ccccc1C1NC(=O)Cc2ccccc21 (configuration not stated) | 3.5
53 | O=C(C/C=N/OCc1c(Cl)cccc1Cl)c1cnc(-c2ccccc2)s1 | 6.4
54 | Cc1nn(Cc2ccccc2Cl)c(C)c1NC(=O)c1nc2ncccn2n1 | -6.5
55 | N#C/C(=C/c1cc(Br)cs1)C(=O)NCC1CCCO1 (configuration not stated) | -0.5
56 | Nc1nc(-c2ccc3c(c2)CCCC3)cs1 | 7.6
57 | CCn1cc(C(=O)NC2CCCCC2)c(=O)c2ccc(C)nc21 | 6.5
58 | Cc1cc(NC(=O)c2c(Cl)cnn2C)no1 | 0.6
59 | O=C(CC(c1ccccc1)c1cc(Br)ccc1O)NCCN1CCOCC1 (configuration not stated) | -4.5
60 | Cc1ccn2c(-c3csc(NCc4ccccc4)n3)c(C)nc2c1 | 3.4
61 | O=C(NC1CCCCC1)C1CC(O)CN1C(=O)OCc1ccccc1 (configuration not stated) | 1.3
62 | CC1C/C(=N/O)C(C)CN1 (configuration not stated) | -4.7
63 | CN(C)c1cc[n+](Cc2ccccc2)cc1 | 4.0
64 | Cc1nc2nc[nH]n2c(=O)c1NC(=O)CC12CC3CC(CC(C3)C1)C2 | 6.1
65 | Clc1ccc(C(c2nnnn2C2CCCC2)N2CCN(c3nc4ccccc4s3)CC2)cc1 (configuration not stated) | 6.3
66 | COc1cccc(-n2cnc3scc(-c4cccs4)c3c2=O)c1 | -1.3
67 | CCCS(=O)(=O)N1CCC(C(=O)NC2CCCCC2C)CC1 (configuration not stated) | -0.6
68 | CCOC(=O)C1=C(C)NC(=O)NC1c1ccsc1 (configuration not stated) | -2.4
69 | CCn1c(SCC(=O)N2CCN(c3ccccc3F)CC2)nnc1-c1ccoc1C | 11.1
70 | Cc1cccc(-c2cc3nc(C)cc(NCCCn4ccnc4)n3n2)c1 | 7.0
71 | O=C(CNC(=O)c1ccco1)OCC(=O)c1cccc2ccccc12 | -3.6
72 | CCOC(=O)c1cc(-c2ccccc2)sc1NC(=S)Nc1cccc(C)n1 | -3.0
73 | Cc1cccc(C)c1NC1=NC(=S)N(c2ccc(N(C)C)cc2)C1(C)C | 4.3
74 | Cc1ccc(-c2nc3ncccn3c2Nc2ccc3c(c2)OCCO3)o1 | 5.9
75 | C/C(=N\NC(=O)c1ccccc1C)c1ccc(NC(=O)c2cccs2)cc1 | -1.8
76 | Cc1sc2nc3n(c(=O)c2c1C)CCCS3 | -4.3
77 | Cc1ccc(S(=O)(=O)N2CCC(C(=O)N[C@H](C(=O)NC3CCS(=O)(=O)C3)C(C)C)CC2)cc1 (some centres not stated) | -7.1
78 | COc1ccccc1C(O)(C(=O)NN(C(=O)c1ccccc1)c1ccccc1C)c1cccs1 (configuration not stated) | -5.3
79 | N#CC1(Nc2ccccc2)C(=O)Nc2ccccc21 (configuration not stated) | 1.3
80 | CCCn1c(SCC(=O)Nc2ccccc2Oc2ccccc2)n[nH]c1=O | 2.2
81 | O=C(Cn1cc(C(=O)C2CC2)c2ccccc21)NCc1ccccc1 | -16.1
82 | O=C(CSc1nnnn1-c1ccccc1)c1cc2ccccc2oc1=O | -1.2
83 | COC(=O)c1cc(NC(=O)CN(c2ccc(OC)cc2)S(=O)(=O)c2ccc(F)cc2)ccc1Cl | 5.6
84 | Cc1nc(=O)c(-c2ccccc2)c(C)n1CCCO | 4.1

(list continues)
No. | Structure | Artemis endo inh
85 | Cc1[nH]n(-c2ccc(F)cc2)c(=O)c1/C=N/c1sc2c(c1C#N)CCCC2 | 2.6
86 | Oc1ccc(CNC2CCCCC2)cc1 | -14.5
87 | CCCCC(CCC(=O)Nc1ccccc1C(=O)OCC)C(=O)O (configuration not stated) | -1.4
88 | CCCCN(CC)C(=O)/C=C/c1cccc([N+](=O)[O-])c1 | -0.7
89 | O=C(CSc1nc(-c2ccccc2)c(-c2ccccc2)o1)N1CCOCC1 | 7.2
90 | COC(=O)CNC(=O)CN1C(=O)N(c2cccc(Cl)c2)C(N(O)C(=O)Nc2cccc(Cl)c2)C1(C)C (configuration not stated) | -1.6
91 | CCCCCOC(=O)CSc1nc2c(c(=O)[nH]c(=O)n2C)n1CCc1ccccc1 | 2.4
92 | COc1ccc(CCNC(=O)c2c(O)c3cccc4c3n(c2=O)CC4)cc1OC | 4.9
93 | COc1cc(OC)nc(NC(=O)CS(=O)(=O)c2ccccc2)n1 | -4.7
94 | O=C(O)C1C2CCC(C2)C1C(=O)NCCCn1ccnc1 (configuration not stated) | -1.2
95 | COCCn1nnnc1C(c1ccccc1Cl)N1CCN(c2ccccc2OC)CC1 (configuration not stated) | -3.3
96 | CCN1C(=O)c2cccc3c(S(=O)(=O)Nc4nc(C)cs4)ccc1c23 | 14.4
97 | COC(=O)c1ccc(N=C2S/C(=C\c3cc(C)n(-c4cccnc4)c3C)C(=O)N2C)cc1 | 0.3
98 | O=C(CSCc1ccc(Cl)cc1)N1CCCCC1 | 5.3
99 | Cc1nc(-c2cccc(S(=O)(=O)N3CC(C)OC(C)C3)c2)cs1 (configuration not stated) | -4.3
100 | CN1C(=O)/C(=C2/C=Cc3ccccc3N2CCCS(=O)(=O)O)SC1=S | 1.2
101 | O=C(c1nn2cccnc2c1Cl)N1CCN(c2ccccc2)CC1 | -9.9
102 | O=[n+]1c2c(n([O-])c3c1CCCC3)CCCCC2 | 12.7
103 | Cc1nn(-c2ccccc2)c(C)c1/C=N\NS(=O)(=O)c1ccc(Cl)cc1 | 0.7
104 | CCn1c(NC2CCCCC2)nc2ccccc21 | 8.7
105 | c1ccc(-c2noc(-c3ccccc3-c3ccccc3)n2)cc1 | -5.1
106 | O=C1Cc2ccccc2Sc2ccccc21 | -7.8
107 | O=c1c2[nH]c3cccc(Cl)c3c2ncn1CCN1CCCCC1 | -4.7
108 | COc1ccc(C(CC(=O)NCCCN2CCOCC2)NS(=O)(=O)c2ccc(C)cc2)cc1 (configuration not stated) | 12.8
109 | COCC(C)n1c(SCC(=O)N2CCCCC2)nc2ccccc2c1=O (configuration not stated) | -4.8
110 | Cc1cccc2c(=O)cc(C)n(CC(=O)N3CCOCC3)c12 | -1.9
111 | COc1cccc(NC(=S)NN2CCN(C)CC2)c1 | -3.1
112 | CCN(CC)/C(=N/O)NC(=O)NS(=O)(=O)c1ccc(C)cc1 | 1.3
113 | O=C(c1ccccc1F)N(Cc1ccc2c(c1)OCO2)Cc1cc2cc3c(cc2n2nnnc12)OCO3 | 16.3
114 | COC(=O)c1[nH]c2cc(OC)ccc2c1N | -0.7
115 | Cn1cccc1C(=O)C(=O)Nc1ccccc1 | 2.1
116 | CCOc1ccccc1NC(=O)CSc1nccn1-c1ccccc1 | -3.4
117 | CCN(CC)S(=O)(=O)c1cccc(-c2cn3cc(C)ccc3n2)c1 | 5.6
118 | COc1cccc(C(c2nnnn2Cc2ccccc2)N2CCN(C3CCCC3)CC2)c1OC (configuration not stated) | -3.0
119 | CCn1c(SC(C)C(=O)O)nc2sc3c(c2c1=O)CCC3 (configuration not stated) | 2.5
120 | Clc1ccccc1C1=Nn2c(nnc2-c2ccncc2)SC1 | 1.3
121 | O=C(CSc1nnnn1-c1ccccc1)Nc1ccc(Cl)cn1 | 27.5
122 | Cc1cccc(NC(=O)c2cccc(Cn3cc(Br)c([N+](=O)[O-])n3)c2)c1C | 8.0
123 | C=CCn1c(COc2cccc3ccc(C)nc23)nnc1SCC(N)=O | -0.2
124 | COc1ccc(N/C=C/C(=O)c2sc(-c3ccccc3)nc2C)cc1 | -5.3
125 | CCOc1ccc(C(=O)Nc2ccc3c(c2)OCO3)cc1OCC | 8.1
126 | Cc1ccc(S(=O)(=O)NC(c2ccccc2)C(C)C(=O)n2nc(C)cc2C)cc1 (configuration not stated) | -13.2
127 | CC(C)CNC(=O)C1CCCN(S(=O)(=O)c2ccc(-n3cnnn3)cc2)C1 (configuration not stated) | -1.7
128 | O=C(NCc1ccco1)C(c1ccco1)N(Cc1cccs1)C(=O)Cn1nnc2ccccc21 (configuration not stated) | 1.7
129 | CCOc1ccc(C(=O)NCCn2cc(SCC(=O)Nc3cc(C)on3)c3ccccc32)cc1 | 0.4
130 | COc1ccc(-c2nnc(SCC(=O)c3cc(C)n(Cc4cccs4)c3C)o2)cc1 | 4.9
131 | Cc1ccc(S(=O)(=O)N2C(=O)C(c3ccccc3)SC2=Nc2ccccc2)cc1 (configuration not stated) | 5.3
132 | CCN1CCn2c3c(c4cc(C)ccc42)CCCC31 (configuration not stated) | -8.2

Screening data deposited in PubChem BioAssay by Sanford-Burnham Center for Chemical Genomics.

An excerpt; rates above refer to the full screens.
